Screening results: PubChem BioAssay, National Center for Advancing Translational Sciences (NCATS)
Shiga inhibitor – A qHTS for Small Molecule Inhibitors of Shiga Toxin. Vero cells, Shiga toxin protein synthesis inhibition reporter. inhibition, % at 38.7 µM. hit rate 9.2% among 290,000. AID 2315, 2010; in the data active = inhibition mostly above about 28%, no sharp cut-off; inactive = mostly below about 43%; note: 0% is about no effect
LmPK inhibitor – qHTS Assay for Inhibitors of Leishmania Mexicana Pyruvate Kinase (LmPK); hit rate 0.37% among 290,000; purified LmPK, Kinase-Glo ATP luminescence, 1 h; Potency, µM (doses to about 57.5 µM), for inactives: at the top dose activity change, negative = inhibition, most hits filed as inhibitors; note: potency is the fitted concentration of half-maximal effect; % is set by controls: 0 for no effect and ±100 for the full control effect
Target sequence (Q27686 whole entry, looked up): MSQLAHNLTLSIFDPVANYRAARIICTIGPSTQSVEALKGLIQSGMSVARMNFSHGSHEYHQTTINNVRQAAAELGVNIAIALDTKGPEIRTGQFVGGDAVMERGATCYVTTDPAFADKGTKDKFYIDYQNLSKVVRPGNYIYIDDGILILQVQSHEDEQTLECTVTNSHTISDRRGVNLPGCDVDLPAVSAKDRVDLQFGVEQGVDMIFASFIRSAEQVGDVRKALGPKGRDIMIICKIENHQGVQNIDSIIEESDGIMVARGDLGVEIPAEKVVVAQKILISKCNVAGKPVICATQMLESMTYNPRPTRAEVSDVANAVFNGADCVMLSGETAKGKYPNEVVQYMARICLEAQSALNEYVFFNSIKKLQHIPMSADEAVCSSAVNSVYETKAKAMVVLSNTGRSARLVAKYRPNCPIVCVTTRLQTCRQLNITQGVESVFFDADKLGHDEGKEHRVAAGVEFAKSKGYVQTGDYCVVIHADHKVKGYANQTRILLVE
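qHTS format; LmPK 0.1 nM; substrates PEP 0.5 mM and ADP 0.1 mM. One-hour room-temperature incubation, then coupled luciferase luminescence; 0.5 nM enzyme wells mark activation.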
Pf growth 48h – Primary qHTS for delayed death inhibitors of the malarial parasite plastid, 48 hour incubation; hit rate 5.9% among 310,000; Potency, µM (series often up to 28.7 µM), inactives show top-dose activity change, negative = inhibition, most hits filed as inhibitors; P. falciparum luciferase growth in erythrocytes, 48 h; note: potency is the fitted concentration of half-maximal effect; % is set by controls: 0 for no effect and ±100 for the full control effect
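A one-generation exposure of luciferase-tagged malaria parasites in RPMI 1640/Albumax erythrocyte culture, 37 C and 5% CO2. Inhibition is inferred from decreased luminescence after adding detection reagent.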
AmpC inh no detg – qHTS Inhibitors of AmpC Beta-Lactamase (assay without detergent); P00811; AmpC nitrocefin hydrolysis, absorbance 480 nm, 0.0001% Triton; Potency, µM (titrated, usually from 57.1 µM), without a hit: at the top dose activity change, negative = inhibition, usual class: inhibitors; hit rate 0.52% among 330,000; AID 485341, 2010;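 note: potency is the fitted concentration of half-maximal effect; plate controls were no compound for no effect and no enzyme for full effect; nearly all actives have a fitted effect of over 20% in size; some results filed as inactive show a strong effect at the top dose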
Target sequence (P00811 whole entry, looked up): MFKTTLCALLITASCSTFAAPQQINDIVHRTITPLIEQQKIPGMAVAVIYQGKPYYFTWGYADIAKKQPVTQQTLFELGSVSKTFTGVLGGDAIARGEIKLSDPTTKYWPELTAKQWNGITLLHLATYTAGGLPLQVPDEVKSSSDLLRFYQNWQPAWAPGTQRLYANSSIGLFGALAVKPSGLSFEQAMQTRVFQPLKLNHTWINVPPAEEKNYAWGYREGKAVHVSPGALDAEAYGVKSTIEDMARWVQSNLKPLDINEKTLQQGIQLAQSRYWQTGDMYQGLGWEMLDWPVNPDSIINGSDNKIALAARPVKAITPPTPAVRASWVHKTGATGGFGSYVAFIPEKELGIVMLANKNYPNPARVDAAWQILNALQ
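20 mM phosphate pH 7.0 + 0.01% (detergent screen) or 0.0001% Triton X-100; 5.3 nM AmpC reagent; cpd preinc 15 min RT; nitrocefin (800 uM stock) to start; A480 q20 s × 4 min; Activity was normalised to no-enzyme and no-compound control wells.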
CHX counter – Cycloheximide Counterscreen for Small Molecule Inhibitors of Shiga Toxin | cell reporter, cycloheximide protein synthesis inhibition counterscreen | max response, % | hit rate 12% among 300,000 | AID 2314, 2010; in the data active = max response mostly above about 13%, no sharp cut-off; inactive = mostly below about 14%; note: read at 38.3 µM for the half of the compounds with a filed dose; 0% is about no effect
Tb PYK inh – qHTS of Trypanosoma Brucei Inhibitors. pyruvate kinase (Trypanosoma brucei), Q57TT1. TbPYK enzyme, Kinase-Glo Plus ATP luminescence, 45 min. Potency, µM (doses to about 76.8 µM), for inactives: top-dose activity, negative = inhibition, actives largely listed as inhibitors. hit rate 0.12% among 410,000; note: potency is the fitted concentration of half-maximal effect; % is set by controls: 0 for no effect and ±100 for the full control effect; nearly all actives have a fitted effect of over 50% in size
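Assay buffer: 50 mM TEA pH 7.2, 100 mM KCl, 10 mM MgCl2, 0.05% BSA, 0.01% Tween-20. Pyruvate kinase from T. brucei plus substrate met compound, then ADP (130 uM final). Luminescence was read post 45 min RT.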
Pf growth 96h – Primary qHTS for delayed death inhibitors of the malarial parasite plastid, 96 hour incubation; AID 504834, 2011; hit rate 6.9% among 320,000; P. falciparum luciferase reporter growth, 96 h; Potency, µM (highest dose often 28.7 µM), for inactives: top-dose activity change, negative = inhibition, most hits filed as inhibitors; note: potency is the fitted concentration of half-maximal effect; % is set by controls: 0 for no effect and ±100 for the full control effect
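Two parasite generations (96 h, 37 C, 5% CO2) of compound exposure in infected erythrocytes (0.05% parasitemia, 2% hematocrit). Luciferase-reporter P. falciparum; decreased luminescence indicates inhibited growth, aimed at apicoplast-acting delayed death.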
* marks the source's active call; other numbers are inactive results; i = inactive; ? = inconclusive; . = not tested or not shown; & = joins results of further samples; [ ] = remark or other dose. Unless noted, calls come from the whole dose curve; as a rule, active = well fitted curve in the direction sought with a large enough effect; inconclusive = small, poorly fitted or top-dose-only effect, or another doubt; inactive = no such curve, though single readings can be large; an effect the other way counts as inactive or inconclusive.

SMILES | Shiga inhibitor | LmPK inhibitor | Pf growth 48h | AmpC inh no detg | CHX counter | Tb PYK inh | Pf growth 96h
O=C(c1ccccc1)c1ccc(OCC(=O)N2CCOCC2)cc1 | 46* | -6% | 27% | -16%[11.4 µM] | 17 | 2% | 46%[activator]
CCC(C)(C)n1nnnc1CN1CCC(n2c(C)nc3cc(C(F)(F)F)ccc32)CC1 | 8 | 7% | ? | 28% | 1 | 4% | 81%[activator]
Cc1ccc(S(=O)(=O)Oc2ccc(/C=C3/C(=N)N4C(=NC3=O)SN=C4S(C)(=O)=O)cc2)cc1 | 9 | -1% | 10% | -38% | 1 | -1% | ?
CCc1ccc(C2NC(c3ccc(CC)cc3)C([N+](=O)[O-])C(C)(C)C2[N+](=O)[O-])cc1 (stereo not drawn) | -12 | 2% | ? | -17% | -4 | -1% | 13µM*
C=CCNC(=S)Nc1sc2c(c1C(N)=O)CCCC2 | 56 | -2% | 7% | -37% | 15* | -26% | 2%
O=C(Nc1ccccc1)N1CCN2C(=O)c3ccccc3C12c1ccccc1 (stereo not drawn) | -4 | 6% | ? | -41% | -1 | 5% | 18%
COc1cccc(C(=O)C2CCCN(Cc3cccn3-c3ccccn3)C2)c1 (stereo not drawn) | -5 | 10% | -151% | 49% | -2 | 2% | -29%
O=C(Nc1nc2cc3c(cc2s1)OCO3)C1CCCCC1 | 108* | 0% | 190%[activator] | ? | 89* | -4% | 113%[activator]
CCOC(=O)N1CCC(NC(=O)CN(C)S(=O)(=O)c2cc3c(cc2Cl)NC(=O)CO3)CC1 | -4 | 0% | . | -3% | -2 | -13% | 0%
CCC(C)C(NC(=O)OC(C)(C)C)C(=O)NC(CC(C)C)C(N)=O (stereo not drawn) | -4 | -1% | 11% | 1% | 3 | -12% | ?
Cc1cccc([C@H]2[C@@H]3C=CC[C@@H](C)[C@@H]3C(=O)N2Cc2ccccc2)c1 | i | . | . | 16% | -6 | 6% | .
O=C(NCc1csc(-c2ccccc2)n1)c1cc(F)cc2c1OCOC2 | 83* | 5% | 64%[activator] | -15% | 45* | -4% | 55%[activator]
COc1ccc2cc(-c3cc(C(=O)O)c4ccccc4n3)ccc2c1 | -32 | -28% | -32% | -2% | -7 | 0% | 44%[activator]
O=C(c1ccc(N2C(=O)C3CC=C(Cl)CC3C2=O)cc1)N1CCOCC1 (stereo not drawn) | 30 | 1% | -2% | -2% | -3 | 1% | -5%
O=[N+]([O-])c1ccc(N2CCN(Cc3cccc([N+](=O)[O-])c3)CC2)cc1 | -1 | -8% | ? | -22% | -3 | -1% | -7%
Cc1cc(C)c(S(=O)(=O)N2CCN(c3ccc([N+](=O)[O-])c(NCC4CCCO4)c3)CC2)c(C)c1 (stereo not drawn) | -11 | 4% | 29% | -23% | -2 | 0% | ?
COc1ccc(NS(=O)(=O)c2ccc(Br)s2)cc1OC | -4 | 3% | 2% | -19% | -4 | -5% | .
C/C(=N\N1CCCCC1)c1ccccc1O | 1 | 2% | 19% | -20% | -1 | 0% | 12%
Cc1ccc(-c2nc(N3CCOCC3)s[n+]2-c2ccccc2)cc1 | 85* | -27% | 235%[activator] | -27% | 62* | ? | 246%[activator]
COc1cccc(CNC(=O)Cn2ccc3cc(S(=O)(=O)N4CCCC4)ccc32)c1OC | 3 | 3% | ? | -22% | -1 | 1%&-4% | ?
Cc1ccc(S(=O)(=O)N2CCC(C(=O)N[C@@H](C)C(=O)NCc3ccco3)CC2)cc1 | -6 | 0% | -1% | -14% | -4 | -6% | -19%
COc1ccc(C2CC(C(F)(F)F)n3nc(C(=O)NCCCn4ccnc4)cc3N2)cc1OC (stereo not drawn) | -12 | 0% | -9% | -7% | -3 | 0% | ?
Cc1ccc(S(=O)(=O)Nc2ccccc2C(N)=O)cc1 | 93 | -1% | 2% | . | 8 | -4% | ?
CCC/C=N/Nc1nnc(Cc2ccc(OC)c(OC)c2)c(=O)[nH]1 | -5 | 1% | 16% | -26% | 1 | 4% | 1%
C/C(=N/Nc1ccc(C)cc1)C1(C)N(O)C(C)(C)C(c2ccco2)=[N+]1[O-] (stereo not drawn) | 36 | -29% | 28% | -24% | 17* | -7% | 137%[activator]
c1ccc(CSc2ccc(-c3cccs3)nn2)nc1 | 51* | -1% | 200%[activator] | -4% | 44* | -6% | ?
CN(C)S(=O)(=O)c1cccc(NC(=O)c2ccc(N3CCOCC3)c([N+](=O)[O-])c2)c1 | 18 | 0% | -8% | -41% | 4 | 9% | ?
COCCN(Cc1cc2cc3c(cc2nc1Cl)OCO3)C(=O)Nc1ccc(OC)cc1 | -16 | 1% | 10% | -7% | -1 | 1% | 303%[activator]
CC(OC(=O)c1cccc(S(=O)(=O)N2CCCCCC2)c1)C(=O)Nc1ccc(S(N)(=O)=O)cc1 (stereo not drawn) | . | . | ? | -39% | . | 0% | ?
O=C(Cn1c(=O)c2cccn2c2ccccc21)NCCc1ccc(Cl)cc1 | 2 | -6% | 27% | -9% | 0 | 4% | 10µM*
O=C1C=C(c2ccc(F)cc2OCc2ccccc2)C[C@@H](c2ccc(F)cc2)C1 | . | . | 8% | -2% | . | -9% | ?
Nc1cc(=O)nc(SCC(=O)NC2CCCCC2)n1-c1ccccc1 | 5 | -1% | 4% | -13% | 2 | -7% | -12%
CC(=O)OCCN(CCCn1c(-c2ccncc2)nc2ccccc21)c1nc(CN2CCCCC2)cs1 | -6 | -6% | ? | 31% | 1 | -3% | ?
Cc1cc(OCC(=O)NCC(C)C)cc(C)c1Br | 13 | 7% | . | 39% | 22 | 2% | ?
COc1ccc(/C=N/n2cnnc2)cc1Oc1nc(Cl)ncc1F | -11 | 12% | 33% | -6% | -1 | -1% | 21%
Cc1cccc(N2CCN(c3nc4ccc(Cl)cc4n4cnnc34)CC2)c1C | -9 | -2% | ? | -10% | -2 | -5% | 3%
CN1CCN(C(=O)C2=C[C@@H](c3csc4ccccc34)C[C@@H](OCc3ccc(CO)cc3)O2)CC1 | 9 | 3% | ? | 123%[activator] | 1 | -2% | ?
COc1cc(C(CCN2CCCC2)c2c(OC)cc(OC)c3ccc(=O)oc23)cc(OC)c1OC (stereo not drawn) | 0&-8 | 9% | ? | 76%[activator] | -4&-5 | 3% | 10µM*
O=C1CC(=O)N(c2cccc(F)c2)N1 | -8 | -4% | 12% | -45% | -2 | -1% | 32%[activator]
COc1ccc(C(c2ccc(OC)cc2)C(Cl)(Cl)Cl)cc1 | . | . | ? | -10% | . | 2% | -8%
CN1CCn2c1nc(N1CCCCC1)nc2=O | -27 | -4% | 0% | -8% | -3 | . | .
COc1ccc(C(=O)Sc2nncc3ccccc23)cc1 | 37 | 4% | 36%[activator] | -5%[11.4 µM] | 20* | -12% | 34%
O=C(Oc1cccnc1)c1cc(S(=O)(=O)N2CCOCC2)ccc1Cl | 3 | -8% | 4% | -13% | -1 | 1% | .
O=C(OCC(=O)N1CCN(S(=O)(=O)c2ccc(Cl)cc2)CC1)C1CCC1 | . | . | -2% | 3% | . | -2% | 1%
CCOC(=O)Cc1csc(SCc2cc(=O)oc3cc(O)ccc23)n1 | -5 | 1% | 4% | -22% | -2 | -9% | -12%

Exported with values under each structure: entries from further up.
Values run as follows: Shiga inhibitor	LmPK inhibitor	Pf growth 48h	AmpC inh no detg	CHX counter	Tb PYK inh	Pf growth 96h
CCOC(=O)Cc1csc(SCc2cc(=O)oc3cc(O)ccc23)n1
  -5	1%	4%	-22%	-2	-9%	-12%
CC(OC(=O)c1cccc(S(=O)(=O)N2CCCCCC2)c1)C(=O)Nc1ccc(S(N)(=O)=O)cc1 (stereo not drawn)
  .	.	?	-39%	.	0%	?
CN1CCN(C(=O)C2=C[C@@H](c3csc4ccccc34)C[C@@H](OCc3ccc(CO)cc3)O2)CC1
  9	3%	?	123%[activator]	1	-2%	?
C/C(=N\N1CCCCC1)c1ccccc1O
  1	2%	19%	-20%	-1	0%	12%
c1ccc(CSc2ccc(-c3cccs3)nn2)nc1
  51*	-1%	200%[activator]	-4%	44*	-6%	?

(more compounds)
SMILES | Shiga inhibitor | LmPK inhibitor | Pf growth 48h | AmpC inh no detg | CHX counter | Tb PYK inh | Pf growth 96h
O=C1CCCN1CN1CCCCC1 | -10 | -1% | -5% | -15% | -5 | 2% | 45%[activator]
COc1ccc(S(=O)(=O)N2CC(C)N(C(=O)N(C)C)C2C)cc1 (stereo not drawn) | -9 | 1% | 9% | 1% | -13 | -13% | 19%
COC(=O)c1ccc(NC(=O)c2ccc3c(c2)C(=O)N(C)C3=O)cc1 | . | 3% | 59%[activator] | -14% | -1 | -1% | ?
O=C(NC1CCCC1)C(c1ccc(F)cc1)N(C(=O)c1csnn1)C1CC1 (stereo not drawn) | -1 | -7% | 12% | -7% | -2 | 1% | -2%
COC(=O)c1ccccc1NC(=O)CN(Cc1ccccc1)S(C)(=O)=O | 7 | -7% | 0% | -2% | -2 | 0% | 5%
O=C(c1ccc(F)cc1)N1CCN(c2ncccn2)CC1 | -14 | 2% | 4% | -8% | -1 | 1% | .
Cc1ccc(OCC(=O)N/N=C\c2ccc(C)o2)c(C)c1 | -12 | -7% | 7% | -23% | 6 | -2% | 46%[activator]
C=CCOc1ccc(C2/C(=C(\O)c3ccc4c(c3)OCCO4)C(=O)C(=O)N2CCCN2CCOCC2)cc1 (stereo not drawn) | 16 | 2% | -1% | -2% | 5 | 0% | 0%
COCCN1Cc2cccc(C(=O)Nc3ccc(-c4nc5ccccc5[nH]4)cc3)c2C1=O | 12 | -8% | ? | -14% | 11* | 1% | ?
COc1ccc(Br)cc1C(=O)N/N=C/c1ccc2c(c1)n(C)c(=O)n2C | -3 | -1% | ? | -25% | -6 | -11% | ?
Cc1nn(C)c2nc(-c3cccs3)cc(C(F)(F)F)c12 | -8 | 3% | 15% | 2% | 10 | -1% | 19%
CCOC(=O)c1cnc(SCc2ccc(C)cc2)nc1N | 106* | 6% | 70%[activator] | -20% | 33* | 3% | 0.052µM*
CC(C(N)=O)N1CC(c2ccc(Cl)cc2)CC1=O (stereo not drawn) | -22 | -3% | 0% | -15% | 0 | 4% | 3%
Cc1ncsc1CCC(=O)N1CCCC(Nc2ccc(F)c(F)c2)C1 (stereo not drawn) | -13 | -3% | 0% | 20% | 1 | 3% | 12µM*
CC(C)(C)n1nc2c(c1NC(=O)Cc1ccccc1)CS(=O)(=O)C2 | 38 | 14% | 9% | 1% | -5 | 5% | 0%
O=C(CSc1ncccc1-c1nc2ccccc2[nH]1)Nc1ccc2c(c1)OCCO2 | 92* | -1% | -4% | -23% | 68* | -2% | -25%
Cc1cccc(C2Nc3cccc4cccc(c34)N2)c1 | -7 | -10% | 4.7µM* | -21% | -1 | -1% | 7%
COc1ccc(OC)c(S(=O)(=O)Nc2cccnc2)c1 | -6 | -1% | . | -14% | -1 | -7% | -1%
